# GalR3 antag: blocks the human galanin receptor 3; O60755; HEK293 GalR3-CNG cAMP membrane potential fluorescence; galR3 body fused to GalR1 C-terminus; inhibition, % at 3 µM; actives 0.44% (n = 360,000); AID 651719;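 active means inhibition above the screen-wide average plus 3 SD, cut at about 13% in these data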;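 further: forskolin and galanin both at EC90 stimulate the cells; cAMP rise reported by CNG channel membrane potential dye signal; 0% = forskolin plus galanin with DMSO and 100% = forskolin alone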
# Target sequence (O60755 1-299 limits assumed): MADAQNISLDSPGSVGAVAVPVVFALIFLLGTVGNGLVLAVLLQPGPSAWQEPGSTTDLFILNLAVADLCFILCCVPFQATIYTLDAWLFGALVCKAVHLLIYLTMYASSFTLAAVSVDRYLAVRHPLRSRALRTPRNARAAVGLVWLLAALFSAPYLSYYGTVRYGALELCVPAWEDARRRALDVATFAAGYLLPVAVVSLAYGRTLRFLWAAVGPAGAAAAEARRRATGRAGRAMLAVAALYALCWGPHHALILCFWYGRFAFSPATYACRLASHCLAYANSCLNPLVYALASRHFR
# An asterisk follows results filed as active.
GalR3 antag | SMILES
-8 | Cc1cc(Br)cn2c(Cc3cccc(F)c3)c(-c3ccccc3)nc12
-6 | CCOC(=O)c1c(-c2cc(OC)c(OC)c(OC)c2)csc1N
-3 | CC(C)(C)c1cc(C2COC(=O)COCCOCC(=O)OCCOCCO2)cc(C(C)(C)C)c1O (stereo unspecified)
-6 | CC1(C(=O)NS(=O)(=O)Cc2ccccc2C(F)(F)F)CCN1C(=O)Cc1ccsc1 (stereo unspecified)
-4 | COc1ccc(OC)c(NC(=O)Nc2nc(CN(C)C)cs2)c1
-6 | CCN(CC)CCN(C)C(c1cc2ccccc2o1)c1nnnn1C(C)(C)C (stereo unspecified)
-7 | CCCCn1nnnc1C(c1cccc(OC)c1OC)N1CCN(C/C=C/c2ccccc2)CC1 (stereo unspecified)
-6 | Oc1ccc(C[C@H]2CNC(=S)N2CC2CCCN2C[C@H](Cc2ccc(O)cc2)N2C[C@H](Cc3ccccc3)N(CC3CCCCC3)C2=S)cc1 (stereo partly specified)
-9 | CCCCNC(=O)C1(C)CCCCN1C(=O)c1c(C)noc1C (stereo unspecified)
-8 | OCCN1CCN(c2ncnc3c2ncn3[C@H]2CN(Cc3cccc(C(F)(F)F)c3)C[C@@H](CO)O2)CC1
-6 | O=S(=O)(Nc1ccccc1N1CCCC1)c1ccccc1C(F)(F)F
-7 | CCOC(=O)C1=CN(CC)S(=O)(=O)NC1c1ccc(F)c(Cl)c1 (stereo unspecified)
-6 | COc1ccc(CCNC(=O)Nc2nc(C(N)CCc3ccccc3)cs2)cc1OC (stereo unspecified)
2 | COC(=O)c1cc2c(c3c4cc(C)ccc4n(S(=O)(=O)c4cccc(C)c4)c13)C(=O)N(Cc1ccc(N(C)C)cc1)C2
-4 | C=C(C)Cn1c2ccc(NC(=O)NCCc3cccs3)cc2c(=O)n1C
-3 | CC(C)C[C@@H](CN1CCC[C@H]1CN1C(=O)C(=O)NC[C@@H]1Cc1ccccc1)N1C[C@H](Cc2ccccc2)N(CCc2ccccc2)C(=O)C1=O
1 | Cc1ccc([C@@H]2CC(=O)[C@@H]3CN(S(=O)(=O)c4ccccc4C)[C@H](c4ccc(Cl)cc4)C[C@@H]3N2S(=O)(=O)c2ccc(C)cc2)cc1
-9 | Cc1ccc(S(=O)(=O)N(C)[C@H]2C[C@H]3c4[nH]c5ccccc5c4CCN3C[C@H]2[C@H](C)O)cc1
2 | C[C@@H]1CN([C@H](C)CO)C(=O)CCCn2cc(nn2)CO[C@H]1CN(C)C(=O)Nc1ccccc1
-7 | F[B-](F)(F)c1cnc2ccccc2c1
-2 | O=c1[nH]cnc2c1ncn2C1OCC(O)C(O)C1O (stereo unspecified)
6 | O=C(Nc1cccc([N+](=O)[O-])c1)N(c1ccccc1)c1ccccc1
1 | CC1(C)N=C(N)N=C(N)N1c1cc(Cl)ccc1Cl
-2 | COc1ccc(C(C)=O)cc1Cn1c(C)c(C(=O)NCc2ccc3c(c2)OCO3)sc1=O
-7 | C=CC1=CCN(S(=O)(=O)C(C)(C)C)[C@@H]1CCO
-7 | O=C(NC1CC1)c1ccc2sc([C@H]3C[C@H](O)[C@@H](CO)O3)nc2c1
-1 | CC1(C)ON=C(c2ccc(C(F)(F)F)cc2)NC1=O
-5 | CC(C)(C)NC(=O)C(c1ccccc1)n1c(=O)c(-c2ccccc2)nc2ccccc21 (stereo unspecified)
1 | NC(=O)c1cccc(-c2ccnc3c2CC(C(=O)NCc2ccccc2)O3)c1 (stereo unspecified)
2 | CCn1cc(/C=C(\NC(=O)c2ccccc2F)C(=O)N2CCN(C)CC2)c2ccccc21
-6 | O=C1NC[C@H](CCCCN2CCN(Cc3ccccc3)C(=O)C2=O)N(Cc2ccccc2)C1=O
-3 | C=CCN(CC=C)c1ncnc2[nH]ncc12
-5 | COc1ccc(CNCCS(=O)(=O)NCc2ccccc2)cc1
-4 | O=C(NNC(=O)c1n[nH]c2ccccc12)c1ccccc1
-5 | CC1CCCC(CC(N)=O)CC1 (stereo unspecified)
-6 | O=C(NCc1ccccc1)Nc1nnc([C@@H]2C[C@H](O)[C@@H](CO)O2)s1
-8 | Cc1ccc(C(O)c2ncc(-c3ccc(Cl)cc3)[nH]2)c(C)c1 (stereo unspecified)
-7 | CC(C)C[C@H]1COc2cccc(NCCO)c2S(=O)(=O)N1
-1 | COc1ccc(NC(=O)C[C@H]2C(=O)N(c3ccc(Br)cc3)C[C@@H]2CSC)cc1
-1 | COc1ccc(-c2cc(NC(=O)Cc3c(C)[nH]c4ccccc34)ccc2Nc2cccnc2)cc1OC
-5 | CC1CC(=O)c2cc(-c3ccccc3)oc2C1 (stereo unspecified)
-4 | CCCNC(=O)N1C[C@H](O)COC[C@@H]2O[C@@H](CC(=O)NCCCN3CCOCC3)CC[C@H]21
2 | CN1CCN(C2CN(Cc3cn(Cc4ccc(F)cc4)nn3)S(=O)(=O)C2)CC1 (stereo unspecified)
1 | CCc1nc2ccc(C(=O)N3CCN(C(=O)c4ccco4)CC3)cn2c1N(CCC(C)C)CCN(C)C
-8 | CCCCCC(=O)N1C[C@@H](n2cc(-c3ccc(F)cc3)nn2)[C@H](O)C[C@@H]1c1ccc(C)cc1
-4 | CC(OC(=O)c1ccc(NC(=O)CC#N)cc1)C(=O)Nc1ccc(S(=O)(=O)N2CCCC2)cc1 (stereo unspecified)
-5 | CC1=CC(C)(C(Cl)(Cl)Cl)C(C)=CC1=NO (stereo unspecified)
-9 | CN1CCN(c2ncnc3c2ncn3[C@H]2CN(Cc3ccc(-c4ccccc4)cc3)C[C@@H](CO)O2)CC1
2 | C[C@H](CO)N1C[C@H](C)[C@@H](CN(C)C(=O)Cc2cccnc2)Oc2ncc(C#CCc3ccccc3)cc2C1=O
-5 | CC(=O)OC1COC(OC(C)=O)CO1 (stereo unspecified)

# Next part.
GalR3 antag | SMILES
0 | COC(=O)C[C@@H]1C=C[C@H](NS(=O)(=O)c2cccc(F)c2)[C@@H](CO)O1
-6 | CCc1nc2ccc(C(=O)N(C)CCCN(C)C)cn2c1N(C=O)CCC(C)C
-6 | COc1ccc(CC(=O)NCCc2ccc3c(c2)OCO3)cc1OC
-2 | Cc1ccccc1NC(=O)COC(=O)c1ccc2c(c1)OCCO2
-6 | COC(=O)c1c(-c2ccc(OC)cc2)c2c(c3c4cc(F)ccc4n(S(=O)(=O)c4ccc(C)cc4)c13)C(=O)N(C)C2
-6 | Oc1ccc(O)c(C=NNC(=S)NC2CC3CC2C2C=CCC32)c1 (stereo unspecified)
-5 | C[C@H]1CN(S(=O)C(C)(C)C)[C@H](CCO)/C1=C\c1ccccc1 (stereo partly specified)
-8 | CCOC(=O)N(C)C[C@H]1OCc2cnnn2CCCC(=O)N([C@H](C)CO)C[C@H]1C
-8 | Cc1ccc(Cc2c(-c3ccc(C#N)cc3)nc3ccc(Br)cn23)cc1
-4 | CCCCNC(=O)c1nc(C2CCNCC2)oc1-c1cccc(C(F)(F)F)c1
0 | CC1=C(C(=O)N(C(C)C)C(C)C)CC(CC(=O)NCCCN(C)C)C(=O)N1Cc1ccc(F)cc1 (stereo unspecified)
-7 | O=C(Nc1nnc([C@@H]2C[C@H](O)[C@@H](CO)O2)s1)c1c(F)cccc1F
-2 | COc1ccc(N2CC(C(=O)NCc3n[nH]c(=O)c4ccccc34)CC2=O)cc1 (stereo unspecified)
-5 | C[C@H](CO)N1C[C@H](C)[C@@H](CN(C)Cc2ccc(Oc3ccccc3)cc2)Oc2cc(Br)ccc2S1(=O)=O
6 | Cc1cc(N)nc(=O)n1C1CC(O)C(CO)O1 (stereo unspecified)
-8 | CCCNC(=O)c1cc(C2CCCCN2C(=O)c2cc(F)ccc2C)on1 (stereo unspecified)
-6 | O=C1Nc2ccccc2-c2nnnn2C1N1CCC(Cc2ccccc2)CC1 (stereo unspecified)
-4 | Cc1cc(C)c(NS(=O)(=O)c2ccccc2)c(C)c1NS(=O)(=O)c1ccccc1
-5 | CN(C)C(=O)CNc1ccn2nc(-c3cccc(OCCN4CCOCC4)c3)cc2n1
-8 | Cc1ccc(C)c(N2CCN(C(=O)CCc3nc(-c4ccccc4C(F)(F)F)no3)CC2)c1
-7 | O=C(NCC1CC1)c1cccc2c(-c3ccc(F)c(F)c3)coc12
2 | CCCCN(C)C(=O)c1sc(=O)n(Cc2cc(Cl)ccc2OC)c1C
-6 | CCN1C(=O)[C@H]2[C@@H](c3ccc(C)cc3)N[C@]3(CCCN(Cc4cccn4C)C3=O)[C@H]2C1=O
-9 | CN(C)C(CNC(=O)c1cc(S(=O)(=O)N(C)c2ccc(F)cc2)ccc1Cl)c1cccs1 (stereo unspecified)
-5 | COc1cccc(CNC(=O)[C@@H]2CCCN2C(=O)[C@@H]2CCCN2C(=O)OC(C)(C)C)c1

# Arranged by value in GalR3 antag (ascending): 3 of the compounds above
structure | GalR3 antag
O=C(NCC1CC1)c1cccc2c(-c3ccc(F)c(F)c3)coc12 | -7
COc1ccc(CC(=O)NCCc2ccc3c(c2)OCO3)cc1OC | -6
COC(=O)C[C@@H]1C=C[C@H](NS(=O)(=O)c2cccc(F)c2)[C@@H](CO)O1 | 0

# (cont.)
GalR3 antag | SMILES
-7 | COc1ccc2nc(NN=C(C)c3ccccn3)cc(C)c2c1
-8 | Cc1cccc(C2=NN(c3ccccc3)[C@H](CO)[C@H]2c2ccc(F)cc2)c1
-1 | CC(C)OC(=O)N(C)C[C@@H]1OCc2cn(nn2)CCCC(=O)N([C@H](C)CO)C[C@H]1C
-4 | O=C(N/N=C/c1ccncc1)c1ccncc1
-6 | CCN1C[C@@H]2[C@@H]3C(=O)N(Cc4ccccc4)C(=O)[C@@H]3[C@](CC)(C(=O)OC)N2C1=NC
-5 | C[C@@H]1O[C@H](C2CCCC2)CC2=C1C(=O)OC(C)(C)O2
-2 | Cc1ccc(S(=O)(=O)NC(=O)C2(C)CCN2C(=O)CCc2ccc(Cl)cc2Cl)nc1 (stereo unspecified)
1 | CCCn1c(N)c(C(=O)CSc2nnc3ccccn23)c(=O)n(C)c1=O
-2 | CCN1C[C@@H]2[C@@H]3C(=O)N(Cc4ccccc4)C(=O)[C@@H]3[C@](CC)(C1=O)N2C(=O)c1ccc(Cl)cc1
-3 | NC(=S)NN=C1CCCCCCCCC1
-4 | Nc1ccn([C@@H]2O[C@H](C(=O)Nc3ccc(C(=O)N4CCCCC4)cc3)[C@@H](O)[C@H]2O)c(=O)n1
0 | CC[C@]12c3[nH]c4cc(-c5ccco5)ccc4c3CCN1C(=O)[C@@H](CC(=O)NC(C)(C)C)C[C@@H]2C(=O)N1CCN(C(=O)c2ccco2)CC1
-8 | Cc1cc(Br)c2c(c1)[C@](O)(c1cn(C)c3ccccc13)C(=O)N2C
-4 | COc1ccc(CC(N)c2csc(NC(=O)NCCc3ccc(OC)c(OC)c3)n2)cc1 (stereo unspecified)
-5 | CCCc1cc(=O)oc2cc(C)cc(OCC(=O)N3C[C@H]4C[C@@H](C3)c3cccc(=O)n3C4)c12
-7 | CC(=O)C1(O)CCC2C3CCC4CC(O)CCC4(C)C3C(=O)CC21C (stereo unspecified)
-4 | Cc1cccc(C)c1NC(=O)C1(C)CN(S(C)(=O)=O)CC(=O)N1CCCN1CCOCC1 (stereo unspecified)
-8 | CCCCN(C=O)c1c(CC)nc2c(OCC(=O)N3CCOCC3)cccn12
2 | O=S1(=O)CC(N2CCN(CCO)CC2)CN1Cc1cn(Cc2cccc(C(F)(F)F)c2)nn1 (stereo unspecified)
-2 | O=[N+]([O-])c1cccc(Cn2cnc3c(=S)nc[nH]c32)c1
-7 | Nc1[nH]c(C(=O)c2ccccc2)c(-c2ccccn2)c1C(=O)c1c[nH]c2ccccc12
-3 | C=C(C)Cn1c2ccc(NC(=O)CCOCC)cc2c(=O)n1C

# Structural class: the entries above with fluorine
GalR3 antag | SMILES
-8 | Cc1cc(Br)cn2c(Cc3cccc(F)c3)c(-c3ccccc3)nc12
-6 | CC1(C(=O)NS(=O)(=O)Cc2ccccc2C(F)(F)F)CCN1C(=O)Cc1ccsc1 (stereo unspecified)
-8 | OCCN1CCN(c2ncnc3c2ncn3[C@H]2CN(Cc3cccc(C(F)(F)F)c3)C[C@@H](CO)O2)CC1
-6 | O=S(=O)(Nc1ccccc1N1CCCC1)c1ccccc1C(F)(F)F
-7 | CCOC(=O)C1=CN(CC)S(=O)(=O)NC1c1ccc(F)c(Cl)c1 (stereo unspecified)
-7 | F[B-](F)(F)c1cnc2ccccc2c1
-1 | CC1(C)ON=C(c2ccc(C(F)(F)F)cc2)NC1=O
2 | CCn1cc(/C=C(\NC(=O)c2ccccc2F)C(=O)N2CCN(C)CC2)c2ccccc21
2 | CN1CCN(C2CN(Cc3cn(Cc4ccc(F)cc4)nn3)S(=O)(=O)C2)CC1 (stereo unspecified)
-8 | CCCCCC(=O)N1C[C@@H](n2cc(-c3ccc(F)cc3)nn2)[C@H](O)C[C@@H]1c1ccc(C)cc1
0 | COC(=O)C[C@@H]1C=C[C@H](NS(=O)(=O)c2cccc(F)c2)[C@@H](CO)O1
-6 | COC(=O)c1c(-c2ccc(OC)cc2)c2c(c3c4cc(F)ccc4n(S(=O)(=O)c4ccc(C)cc4)c13)C(=O)N(C)C2
-4 | CCCCNC(=O)c1nc(C2CCNCC2)oc1-c1cccc(C(F)(F)F)c1
0 | CC1=C(C(=O)N(C(C)C)C(C)C)CC(CC(=O)NCCCN(C)C)C(=O)N1Cc1ccc(F)cc1 (stereo unspecified)
-7 | O=C(Nc1nnc([C@@H]2C[C@H](O)[C@@H](CO)O2)s1)c1c(F)cccc1F
-8 | CCCNC(=O)c1cc(C2CCCCN2C(=O)c2cc(F)ccc2C)on1 (stereo unspecified)
-8 | Cc1ccc(C)c(N2CCN(C(=O)CCc3nc(-c4ccccc4C(F)(F)F)no3)CC2)c1
-7 | O=C(NCC1CC1)c1cccc2c(-c3ccc(F)c(F)c3)coc12
-9 | CN(C)C(CNC(=O)c1cc(S(=O)(=O)N(C)c2ccc(F)cc2)ccc1Cl)c1cccs1 (stereo unspecified)
-8 | Cc1cccc(C2=NN(c3ccccc3)[C@H](CO)[C@H]2c2ccc(F)cc2)c1
2 | O=S1(=O)CC(N2CCN(CCO)CC2)CN1Cc1cn(Cc2cccc(C(F)(F)F)c2)nn1 (stereo unspecified)

# Some of the compounds tested. The share of hits here may be higher or lower than overall.
